High-throughput results: PubChem, National Center for Advancing Translational Sciences (NCATS)
aSyn yeast inh: inhibitors of alpha-synuclein toxicity in yeast. Yeast expressing alpha-synuclein, growth rescue, BacTiter-Glo, 24 h. Potency, µM (doses to about 46.1 µM), for inactives: at the top dose growth rescue (activation), most hits filed as activators. actives 0.14% (n = 370,000). AID 652106; also: potency is read from the fitted curve at half-maximal effect; % of control where 0% means no effect; nearly all actives have a fitted effect of over 65% in size
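Readout is rescue of growth in alpha-synuclein-expressing yeast, so inhibitors of toxicity appear as activators. Growth after 24 hr at 30 deg C in galactose medium is quantified by luminescence.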
FUS yeast rescue: rescues growth of FUS-expressing yeast; S. cerevisiae FUS-expressing, growth rescue, OD600, 24 h; Potency, µM (top dose mostly 76.6 µM), for the others: at the highest dose growth rescue (activation), most hits filed as activators; actives 0.24% (n = 390,000); AID 1347120;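 also: potency is read from the fitted curve at half-maximal effect; plate controls were DMSO vehicle for no effect and reference control for full effect; nearly all actives have a fitted effect of over 55% in size; some results filed as inactive show a strong effect at the top dose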
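Quantitative HTS measuring growth restoration of FUS-toxic yeast. Galactose-induced cells (OD 0.005) were exposed 24hr at 30C to compounds at several concentrations, then absorbance at 600 nm was recorded.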
EPAC2 ag: EPAC2 (human) agonism; Q8WZA2; EPAC2 activation, biochemical qHTS; response scale: 100% = 6.5 mM cAMP response; Potency, µM (doses to about 154 µM), for inactives: top-dose activation, usual class: activators; actives 0.079% (n = 360,000); AID 720711; also: potency is read from the fitted curve at half-maximal effect; nearly all actives have a fitted effect of over 50% in size
Target sequence (Q8WZA2 whole entry, looked up): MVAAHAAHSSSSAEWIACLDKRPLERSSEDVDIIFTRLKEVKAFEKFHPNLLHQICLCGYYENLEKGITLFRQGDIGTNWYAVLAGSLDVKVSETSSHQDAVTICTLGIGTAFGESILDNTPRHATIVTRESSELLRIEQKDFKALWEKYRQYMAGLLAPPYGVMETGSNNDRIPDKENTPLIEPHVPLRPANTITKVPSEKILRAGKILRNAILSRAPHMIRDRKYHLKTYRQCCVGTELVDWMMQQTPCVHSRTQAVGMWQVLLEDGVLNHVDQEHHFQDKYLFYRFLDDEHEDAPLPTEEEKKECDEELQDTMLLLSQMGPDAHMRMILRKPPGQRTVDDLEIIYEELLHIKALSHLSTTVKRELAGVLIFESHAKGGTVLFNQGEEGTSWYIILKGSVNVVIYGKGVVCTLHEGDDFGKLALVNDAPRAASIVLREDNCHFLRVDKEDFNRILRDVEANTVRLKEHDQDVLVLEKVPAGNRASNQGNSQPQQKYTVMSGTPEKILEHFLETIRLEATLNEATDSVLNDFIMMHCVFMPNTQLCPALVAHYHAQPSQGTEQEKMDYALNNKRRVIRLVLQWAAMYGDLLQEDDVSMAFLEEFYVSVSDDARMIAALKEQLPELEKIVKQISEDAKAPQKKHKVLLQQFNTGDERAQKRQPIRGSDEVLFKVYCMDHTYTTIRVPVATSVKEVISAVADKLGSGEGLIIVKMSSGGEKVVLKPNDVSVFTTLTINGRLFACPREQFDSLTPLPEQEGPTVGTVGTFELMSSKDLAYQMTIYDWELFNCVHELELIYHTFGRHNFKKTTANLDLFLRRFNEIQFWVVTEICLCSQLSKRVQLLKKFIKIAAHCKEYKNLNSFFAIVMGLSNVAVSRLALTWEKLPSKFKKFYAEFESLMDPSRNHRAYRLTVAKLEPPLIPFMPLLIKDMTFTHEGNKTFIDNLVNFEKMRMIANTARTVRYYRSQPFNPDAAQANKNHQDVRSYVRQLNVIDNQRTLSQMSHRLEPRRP
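Setup: EPAC2 100 nM, labeled Rap1B complex 250 nM, free GDP 50 uM. Compound titrations pinned in, brief spin, 5 min room temperature incubation. Kinetic fluorescence read over 30 min, normalized to 6.5 mM cAMP.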
DRD3 agonist: D3 dopamine receptor (human) agonism; D3R DiscoveRx beta-arrestin cells, luminescence, 90 min; max activation, %; actives 0.58% (n = 410,000); in the data active = max activation above about 30%; also: 0% is about no effect; mostly tested at two doses, the higher about 12 µM
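Cells at 1500/well, incubated overnight, then treated with pinned compounds (dopamine as control) for 90 min at 37 degrees C. DiscoveRx reagent added for 30 - 60 minutes at room temperature; luminescence read.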
TDP-43 yeast inh: rescues yeast growth from TDP-43 toxicity; TDP-43 expressing yeast growth rescue, BacTiter-Glo, 24 h; Potency, µM (series often up to 46.1 µM), for inactives: at the highest dose growth rescue (activation), actives largely listed as activators; actives 1.8% (n = 410,000); AID 652104; also: potency is read from the fitted curve at half-maximal effect; % of control where 0% means no effect; nearly all actives have a fitted effect of over 50% in size
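Galactose-induced TDP-43 yeast, OD600=0.02, compound pinned; 24 hr, 30 deg C; BacTiter-Glo luminescence for growth. Inhibitors of TDP-43 toxicity read as activators.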
Abeta rescue: restores growth of yeast expressing A-beta42 peptide. AID 1347071. Potency, µM (highest dose often 46.1 µM), without a hit: at the top dose growth rescue, usual class: activators. actives 0.063% (n = 410,000). yeast expressing A-beta42, growth rescue, OD600, 48 h; response scale: 0% DMSO, 100% iron-clioquinol control; also: potency is read from the fitted curve at half-maximal effect; nearly all actives have a fitted effect of over 55% in size
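Yeast growth medium received pinned compounds, then yeast cells expressing toxic A-beta were added; plates incubated at 30 C for 48 hr. Growth read as absorbance at 600 nm, normalized to DMSO and equimolar FeCl3 plus clioquinol controls.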
DRD3 antagonist: blocks the human D3 dopamine receptor | P35462 | actives 2.5% (n = 360,000) | max response, negative = inhibition, % | D3R cells, DiscoveRx beta-arrestin luminescence, antagonist mode; stronger effect = lower value; in the data active = max response below about -50%; inconclusive = no clear call, values can overlap the other calls; also: % is scaled to controls: 0 for no effect and ±100 for the full control effect; mostly tested at two doses, the higher about 12 µM
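Cells expressing the human receptor were seeded at 1500 cells/well, incubated overnight at 37 degrees C in 5% CO2, then exposed to library compounds with dopamine controls for 90 minutes at 37 degrees C before luminescent detection.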
EPAC2 antagonist: blocks human EPAC2 exchange factor; Q8WZA2; EPAC2 GEF exchange of Rap1B-BODIPY-GDP, fluorescence; Potency, µM (series often up to 114 µM), for the others: top-dose activity, negative = inhibition, most hits filed as inhibitors; actives 0.18% (n = 360,000); AID 720708; also: potency is read from the fitted curve at half-maximal effect; % is scaled to controls: 0 for no effect and ±100 for the full control effect; nearly all actives have a fitted effect of over 45% in size; many of its hits are not listed in these tables
The depositor's hits bear a star; ? = inconclusive; . = not tested or not shown; & = joins results of further samples; [ ] = dose if it differs, or a comment. Unless noted, calls follow the shape of the dose curve; as a rule, active = well fitted curve in the direction sought with a large enough effect; inconclusive = small, poorly fitted or top-dose-only effect, or another doubt; inactive = no such curve, though single readings can be large; an effect the other way counts as inactive or inconclusive. Some of the compounds tested. The share of hits here may be higher or lower than overall.

SMILES | aSyn yeast inh | FUS yeast rescue | EPAC2 ag | DRD3 agonist | TDP-43 yeast inh | Abeta rescue | DRD3 antagonist | EPAC2 antagonist
O=C(OCc1ccc([N+](=O)[O-])cc1)c1cc([N+](=O)[O-])ccc1N1CCOCC1 | 5% | 17% | 11% | -22 | ? | 3% | -27 | -1%
O=C(CSc1nnc(-c2ccco2)o1)N1c2ccccc2CCc2ccccc21 | 8% | 34% | 17% | -3 | ? | 10% | -14 | -6%
CC1Cc2ccccc2N1C(=O)COc1ccc2c(c1)OCO2 (stereo not given) | 12% | 5% | 8% | 1 | ? | 3% | -11 | -2%
O=C(c1ccccc1)N1CCN(S(=O)(=O)c2ccc(Cl)c(C(F)(F)F)c2)CC1 | -1% | . | -4% | -10 | 19% | -1% | -4 | 5%
O=C(CCCn1c(=O)[nH]c2ccccc2c1=O)N1CCN(c2ccccn2)CC1 | 9% | -19% | -5% | -2 | 12% | 10% | 12 | 5%
C[C@H]1CN([C@@H](C)CO)C(=O)CCCn2nncc2CO[C@H]1CN(C)C(=O)Nc1cccc(Oc2ccccn2)c1 | 1% | -9% | 18% | -10 | 15% | 15% | -26 | -5%
CCC(Sc1ccc2nnc(CCNS(=O)(=O)c3ccc(OC)cc3)n2n1)C(=O)OC (stereo not given) | 4% | 8%&0% | 3% | -5&-5 | 5%&-3% | -5%&-12% | 7 | -1%
Cc1ccc(NC(=O)C(=O)NCC(c2cccnc2)N2CCc3ccccc3C2)cc1 (stereo not given) | . | -8% | . | 3 | 0% | 9% | . | .
O=C(COC(=O)c1ccccc1Br)NCC1CCCO1 (stereo not given) | 0%[1.84 µM] | 13% | 14% | 10 | 12% | 6% | 12 | 7%
CCN1C(=O)N(CC)C2C1N(C(C)=O)C(=O)N2C(C)=O (stereo not given) | 0% | 4% | 1% | -3 | -9% | -2% | ? | 2%
CCn1c(C(C)C)n[nH]c1=S | 6% | 10% | 3% | 13 | -4%[9.22 µM] | -9% | 20 | 0%
Cc1c(NC(=O)c2ccc(-c3ccc([N+](=O)[O-])cc3Cl)o2)c(=O)n(-c2ccccc2)n1C | -3% | 17% | 5% | -5 | 1%[9.22 µM] | -16% | -9 | 0%
Cc1ccc(-n2nc(CO)c(C(=O)NCCO)n2)cc1 | . | -11% | . | 12 | 11% | -5% | . | .
O=C(Cn1c(=O)oc2cc(S(=O)(=O)NCc3ccccc3)ccc21)NCc1ccco1 | 0% | -11% | 0% | 3 | 14% | 3% | -8 | 12%
COc1ccc(S(=O)(=O)NC(C)C(=O)Nc2cccc(C(C)=O)c2)cc1 (stereo not given) | 3% | -23% | 2% | 0 | 11% | 17%[9.22 µM] | 0 | -6%
Cc1cccc(-n2nc3c(c2NC(=O)c2ccc4c(c2)OCO4)CS(=O)(=O)C3)c1C | 7% | 11% | 7% | -2 | 2% | 12% | -13 | -2%
Cc1ccccc1/C=N/N1CCN(c2ccccc2)CC1 | -1% | . | 12% | 5 | 6% | 2% | -26 | 3%
O=C(COC(=O)c1ccc(Cl)s1)c1ccc[nH]1 | -3% | 21% | -1% | -11 | ? | -5% | 1 | -6%
CCN(CC)c1ccc(NC(=O)CN2CCN(CC(=O)Nc3ccccc3F)CC2)cc1 | -16% | -8% | 0% | 4 | -6% | 9% | 51 | 7%
Cc1ccc(S(=O)(=O)CCSc2cccc(C(=O)Nc3ccccc3C(=O)O)c2)cc1 | 0% | 0% | -3% | 6 | 2% | -1% | 27 | -5%
CCOC(=O)C1CCN(C(=O)c2ccc(C)c(S(=O)(=O)N3CCCC3)c2)CC1 | 8% | . | -6% | -11 | -8% | -10% | -6 | -1%
Cc1ccc(S(=O)(=O)N2CCN(C(=O)C(C)Cn3cncn3)CC2)cc1 (stereo not given) | -5% | 14% | 19% | -5 | -1% | -14% | -19 | 7%
CCN(CC(=O)NCc1ccc(Cl)cc1)C(=O)c1oc2ccccc2c1C | 8% | 28% | 6% | 5 | -3% | 0% | 14 | -2%
Cc1cccc2cc(C3CC(c4cccs4)=NN3C(=O)CCC(=O)O)c(Cl)nc12 (stereo not given) | 11% | 10% | -2% | -4 | 16% | -12% | 17 | 6%
CCSc1cc(C)nc2c(-c3ccccc3)c(C)nn12 | 2% | -20% | -2% | 2 | 3% | 4% | 12 | -4%
CN(C)C(=O)C(NC(=O)c1ccccc1)=C(Cl)Cl | -4% | -43% | 6% | 1 | 8% | 6% | -1 | -13%
CC(=O)OCC(=O)C1(O)CCC2C3CCC4=CC(=O)CCC4(C)C3(Cl)C(O)CC21C (stereo not given) | 1% | 12% | -1% | 8 | -9% | 1% | 9 | 6%
COc1ccc(OC)c2sc(NC(=O)c3cccc(N4C(=O)CCC4=O)c3)nc12 | -2% | . | 1% | 7 | 27% | 2% | 6 | -3%
COc1ccc(CNC(=O)C2CCN(c3nc4ccccc4[nH]3)CC2)cc1OC | . | -16% | . | 6 | 7% | 0% | . | .
Cc1ccc(CN2CC(C(=O)NNC(=O)c3ccc(F)cc3)CC2=O)cc1 (stereo not given) | 0% | . | -8% | 0 | 20% | -9% | -13 | 7%
C/C(=N/NS(=O)(=O)c1ccc(C)cc1)c1ccc2c(c1)OCO2 | -1% | -19% | 4% | 0 | -9% | 5% | 12 | 4%
CC1CCCCN1CCCNC(=O)Cn1ncc2c3ccccc3n(Cc3ccccc3F)c2c1=O (stereo not given) | . | 1% | . | -8 | 0%[9.22 µM] | -7% | . | .
Cc1cc(C(=O)NCc2ccc3c(c2)OCO3)c(C)o1 | -8% | -4% | 5% | 4 | 8% | 17% | 2 | 0%
CC(C)(C)c1ccc(S(=O)(=O)N2CCCC2C(=O)N2CCOCC2)cc1 (stereo not given) | 3% | 14% | 7% | -9 | -17% | -2% | -3 | 1%
O=S(=O)(NCCCN1CCOCC1)c1ccc2c(c1)OCCO2 | -1% | 20% | 9% | -3 | 1%[9.22 µM] | -3% | -3 | 1%
O=C(NC1CCCN(CCc2ccccc2)C1)C1CCCC1 (stereo not given) | 0% | -6% | 6% | -21 | -8% | 8% | -25 | 8%
CCCN1C(=O)c2[nH]nc(-c3ccccc3O)c2C1c1ccc(OCc2ccccc2)c(OC)c1 (stereo not given) | . | 28% | . | 15 | 0% | 12% | . | .
O=C(CN1CCN(C(=O)c2ccco2)CC1)Nc1ccc(Br)cc1 | -5% | 10% | 15% | 4 | -19% | -25% | -11 | 4%
CS(=O)(=O)NCC(c1cccnc1)N1CCN(c2ccc(F)cc2)CC1 (stereo not given) | 5% | . | -4% | 4 | 16% | -6% | 0 | 5%
CC(C)(C)c1csc(NC(=O)CS(=O)(=O)c2ccccc2)n1 | 3% | -3% | 6% | -1 | 8% | 17% | 12 | -2%
CCN1CCN(C(c2cccs2)C(C)NC(=S)NC2CCCCC2)CC1 (stereo not given) | 5% | 11% | -1% | -27 | -14% | 2% | -7 | 2%
COc1ccc(-c2csc(NC(=S)NC(=O)c3cccs3)n2)cc1OC | 1% | 27% | 6% | 26 | -6% | 9% | 57 | -6%
Cc1cc2c(cc1S(N)(=O)=O)S(=O)(=O)CCC2 | -2% | -39% | 8% | 5&3 | 0% | -10% | -1 | 31%[activator]
NNC(=O)c1sc2cc(C(F)(F)F)cnc2c1-c1cccs1 | 1% | 30% | 2% | -12 | -8% | -20% | -16 | 6%
COc1cccc(C2CC(c3ccccc3)=NN2S(=O)(=O)c2ccc(C)cc2)c1OC (stereo not given) | 3% | 29% | 13% | -2 | -35%[inhibitor] | -12% | -18 | 3%
C[C@H]1CN([C@@H](C)CO)C(=O)c2cc(Br)cnc2O[C@H]1CN(C)C(=O)C1CCC1 | 0% | -22% | 7% | -6 | -17% | -7% | ? | 13%
Cc1nc(C)c(-c2nnc(-c3ccc(C(C)(C)C)cc3)o2)cc1C(=O)NN | 0% | 29% | -13% | 12 | 12% | -5% | -5 | -5%
C#Cc1ccc([C@@H]2C=C(C(=O)O)O[C@H](OCCCCO)C2)cc1 | 11% | 14% | 0% | 4 | -10% | -23% | 1 | 12%
CN(CCCC(=O)Nc1ccncc1)S(=O)(=O)c1ccc(Cl)cc1 | 3% | -6% | 3% | 1 | 16% | 16% | 5 | 0%
CC(C)NC(=S)N1CCN(C/C=C/c2ccccc2)CC1 | 3% | 14% | 5% | -10 | -26% | -21% | 11 | 2%
Cc1nc(-c2ccc(Cl)cc2)sc1C1(C)CC(c2ccc(OC(F)(F)F)cc2)=NO1 (stereo not given) | -3% | -40% | -1% | -11 | 2% | -12% | -6 | -9%
COc1ccc(S(=O)(=O)N(Cc2cccnc2)Cc2cc3ccccc3[nH]c2=O)cc1 | 5% | 3% | -5% | -6 | -4% | 11% | 22 | -1%
COc1cccc(OC)c1C(=O)N1CCN(Cc2ccc3c(c2)OCO3)CC1 | -5% | -13% | 5% | -8 | -14% | -17% | 9 | 0%
COc1cc(-c2noc(CN3CCN(c4ccccc4)CC3)n2)cc(OC)c1OC | . | -20% | . | -16 | -6% | -14% | . | .
CC1(C)CC=C(NNC(=O)c2cccnc2)C(=O)C1 | -4% | -42% | 2% | -19 | 22% | -3% | ? | 0%
COC(=O)c1ccc(C(=O)NCCCCO)cc1 | -6% | 9% | 3% | -10 | 6% | -14% | -19 | 2%
CC(=O)Nc1ccc(S(=O)(=O)NCC(=O)OCC(=O)c2cc(C)n(-c3ccc4c(c3)OCO4)c2C)cc1 | -5% | . | 2% | -8 | -1% | -3% | -11 | 4%
COc1ccc(N(CC(=O)NC2CCCC2)C(=O)c2ccc(N3CCCCC3)nc2)cc1 | 0% | 2% | -4% | -2 | -13% | 1% | 14 | -29%
CCOc1ccc(/C=N/OCC(=O)NCc2cccs2)cc1 | 0% | 26% | 0% | 0 | 11µM* | -8% | -3 | 10%
CCNc1nc(NCC)nc(OCCOC(=O)COc2ccc(Cl)cc2Cl)n1 | -7% | ? | 4% | 1 | -10% | 13% | -13 | -1%
CC(=O)c1ccc(OCCCC(=O)NC2CCC(C)CC2)cc1 (stereo not given) | -1% | 11% | 0% | -6 | -4% | -1% | 4 | -1%
